# SRC3 TRFRET art: counter-screen for PPARgamma SRC-3 recruitment agonists: TR-FRET artefact; PPARgamma/SRC-3 format; active compounds read high; TR-FRET ratio at 8 µM; 99,000 tested, 0.39% active; AID 1048; in the data active = TR-FRET ratio above about 2000; note: inactives centre near 1600; reference of the scale not given here
# SRC1 TRFRET art: flags TR-FRET format artefacts in PPARgamma SRC-1 recruitment agonist screen; TR-FRET detection artefact counter-screen, emission ratio; active compounds read high; TR-FRET ratio at 8 µM; 99,000 tested, 0.34% active; in the data active = TR-FRET ratio above about 2300; note: inactives centre near 1800; reference of the scale not given here
# * marks the source's active call; other numbers are inactive results. Some of the compounds tested (hit frequency here may not be typical).
SMILES,SRC3 TRFRET art,SRC1 TRFRET art
N#CC1=C(SCC(=O)c2ccc(Br)cc2)NC2=C(C(=O)CCC2)C1c1ccco1 (stereo not drawn),1449,1641
COc1ccc(CN(C)C(C)C(=O)Nc2ccc(S(=O)(=O)N3CCOCC3)cc2)c(OC)c1 (stereo not drawn),1744,2185
COc1cc2c(cc1OC)CN(C(=O)c1ccc(S(=O)(=O)N3CCCCC3)cc1)CC2,1299,1720
Cc1ccc(NC(=O)Cc2cc(C(=O)O)c3ccccc3n2)c(C)c1,1651,1769
CNc1ccc(/C=C/C(=O)c2cccc3ccccc23)cc1[N+](=O)[O-],1664,1959
CC(c1ccccn1)N(Cc1ccco1)C(=S)Nc1cccc(F)c1 (stereo not drawn),1509,1736
CCOC(=O)c1c(NC(=O)CSc2nc3ccccc3o2)sc(C(C)=O)c1C,1586,1742
COC(=O)C1CC(O)CN1C(=O)Nc1cccc(C(F)(F)F)c1 (stereo not drawn),1556,1799
COc1ccc2oc(C(=O)OCC(=O)NCCN3C(=O)CSC3=O)c(C)c2c1,1589,1813
Cc1onc(-c2c(F)cccc2Cl)c1C(=O)OCC(=O)Nc1c(C)n(C)n(-c2ccccc2)c1=O,1476,1988
O=C(Nc1ccc(O)cc1)/C(=C\c1cccs1)NC(=O)c1ccccc1,1607,1906
COc1ccc(N2CCN(C(=O)CNC(=O)c3cn(-c4ccccc4OC)c(=O)c4ccccc34)CC2)cc1,1629,1520
Cc1cccc(C(=O)NCCNC(=O)c2cccc(C)c2)c1,1332,1572
CCCCC(NS(=O)(=O)c1ccc(C)cc1)C(=O)Oc1ccc2c3c(c(=O)oc2c1)CCC3 (stereo not drawn),1708,1815
CCOCCCNC(=O)C(c1ccc(Cl)cc1)N(Cc1cccs1)C(=O)c1ccccn1 (stereo not drawn),1527,1677
CC(C)(C)C(=O)Cn1c(=N)n(Cc2ccccc2)c2ccccc21,1423,1812
Nc1cccc2c1C(=O)N(C(=O)/C=C/c1cccc(F)c1)C2=O,1444,1779
O=C(CC1C(=O)NCCN1Cc1ccc(-c2ccccc2)cc1)NC1CCC1 (stereo not drawn),1661,1931
COc1ccc(S(=O)CC(=O)Nc2ccccc2Cl)cc1 (stereo not drawn),1562,1911
Cn1c(=O)c2c(nc(CN3CCc4ccccc4C3)n2CCCO)n(C)c1=O,1598,1792
Cc1ccccc1C(=O)N1CCN(c2ccc(NC(=O)c3ccccc3[N+](=O)[O-])cc2)CC1,1742,1842
CCOC(=O)CNC(=O)/C=C/c1c(Cl)cccc1Cl,1651,1814
O=C(CCNC(=O)c1ccccc1Cl)Nc1ccc(Br)c(C(F)(F)F)c1,1470,1747
Cc1cc2oc(=O)cc(CN3CCN(S(=O)(=O)c4cccs4)CC3)c2cc1C(C)C,1713,1846
COc1cc(/C(C)=N/NC(=O)Cc2c(C)[nH][nH]c2=O)ccc1O,1539,1999

# The final five entries of the section above open the next one.
SMILES,SRC3 TRFRET art,SRC1 TRFRET art
Cc1ccccc1C(=O)N1CCN(c2ccc(NC(=O)c3ccccc3[N+](=O)[O-])cc2)CC1,1742,1842
CCOC(=O)CNC(=O)/C=C/c1c(Cl)cccc1Cl,1651,1814
O=C(CCNC(=O)c1ccccc1Cl)Nc1ccc(Br)c(C(F)(F)F)c1,1470,1747
Cc1cc2oc(=O)cc(CN3CCN(S(=O)(=O)c4cccs4)CC3)c2cc1C(C)C,1713,1846
COc1cc(/C(C)=N/NC(=O)Cc2c(C)[nH][nH]c2=O)ccc1O,1539,1999
Clc1cccc(Cc2ccc(Cl)nn2)c1,1712,1882
O=C(c1cccs1)N(c1ccc(Br)cc1)C1C=CS(=O)(=O)C1 (stereo not drawn),1514,1901
CCN(CC(=O)NCc1ccc(Cl)cc1)C(=O)c1ccc(S(=O)(=O)N(C)C)cc1,1430,1858
CCCn1ccc(O)c(Cc2ccc(Cl)cc2)c1=O,1699,2202
Cc1ccnc(NC(=O)CCC(=O)N(CC(=O)NC(C)(C)C)c2ccc3c(c2)OCCO3)c1,1552,1757
Cc1c2ccccc2nc2c(F)c(N(C)C)c(F)c(F)c12,1709,2041
CCC(Sc1nnc(C)s1)C(=O)Nc1nccs1 (stereo not drawn),1577,1873
CCOC(=O)C1=C(C)N=c2s/c(=C\c3cc(OC)c(OC)c(OC)c3)c(=O)n2C1/C=C/c1ccccc1 (stereo not drawn),1432,1692
Cc1cc(C)n(-c2ccc(C(=O)OCC(=O)NCc3ccc(F)cc3)cc2)n1,1675,1626
Fc1cccc(Cl)c1/C=N/n1c(-c2cccnc2)n[nH]c1=S,1514,1857
Cc1cc(C)c(C)c(S(=O)(=O)N2CCN(CC(=O)Nc3ccc([N+](=O)[O-])cc3)CC2)c1C,1502,1857
CNC(=O)Nc1cccc(NC(=O)NC)n1,1571,1909
O=C1CCCN1CCC1CCCCN1Cc1nc(COc2ccccc2)no1 (stereo not drawn),1410,1671
Cc1c(-n2c(SCC(=O)NC(C)C(C)C)nc3ccccc3c2=O)c(=O)n(-c2ccccc2)n1C (stereo not drawn),1302,1599
CCC(C(=O)Nc1ccncc1)c1ccccc1 (stereo not drawn),1569,1784
Cc1ccsc1/C=C1/SC(N2CCOCC2)=NC1=O,1659,1633
Cn1c(NC(=O)c2ccc(S(=O)(=O)N3CCCCC3)cc2)cc(=O)n(C)c1=O,1548,1876
CC(Nc1cccc(F)c1)C(=O)Nc1ccc(S(N)(=O)=O)cc1 (stereo not drawn),1379,1829
CCOc1cc(C2C(C(=O)OC(C)C)=C(C)NC3=C2C(=O)CCC3)cc([N+](=O)[O-])c1O (stereo not drawn),1764,1795
CC(=O)NC(Cc1c[nH]c2ccccc12)C(=O)O (stereo not drawn),1661,1856
O=C1CSC(c2ccccc2Br)N1c1ccc(Cl)cn1 (stereo not drawn),1354,1443
Cc1cc(C)n2c(-c3ccccc3Cl)nnc2n1,1624,1834
Cc1cc(CNC(=O)CC2C(=O)NCCN2Cc2ccc(-c3ccccc3)cc2)nn1C (stereo not drawn),1416,1680
CCOc1ccc(OCC(=O)Nc2nccs2)cc1,1519,1931
Cc1cccc(NC2=CC(=O)CC(C)(C)C2)c1C,1651,1869

# Complete entries, quoted from the list. Order of values: SRC3 TRFRET art, SRC1 TRFRET art
# CC(Nc1cccc(F)c1)C(=O)Nc1ccc(S(N)(=O)=O)cc1 (stereo not drawn) in the list: 1379, 1829
# COc1cc(/C(C)=N/NC(=O)Cc2c(C)[nH][nH]c2=O)ccc1O in the list: 1539, 1999

# (list continues)
SMILES,SRC3 TRFRET art,SRC1 TRFRET art
O=C(CC(c1cccs1)S(=O)(=O)c1ccccc1)c1ccc(F)cc1 (stereo not drawn),1290,1392
CCCCOC(=O)c1ccccc1N1C(=O)C2C3CCC(C3)C2C1=O (stereo not drawn),1730,1826
CC1CCCCN1C(=O)CCc1nnc(Cc2c[nH]c3ccccc23)o1 (stereo not drawn),1544,1735
Cc1ccc(NC(=O)CSc2nc3[nH]ncc3c(=O)[nH]2)c(C)c1,1300,1911
O=C(c1ccc(CSc2ccc(Cl)cc2)cc1)N1CCOCC1,1529,1929
Cn1cc(C2CC(c3ccccc3)=NN2C(=O)c2ccccc2)c2ccccc21 (stereo not drawn),1462,1750
CCC1=Nc2cc(C(=O)NCC3CCCO3)ccc2Sc2ccc(Br)cc21 (stereo not drawn),1583,1900
O=C(Nc1nc(-c2ccc(F)cc2)cs1)C1CCCO1 (stereo not drawn),1585,1811
CCN(CC(=O)Nc1cc(Cl)ccc1C)c1ncnc2sc(C)c(C)c12,1211,1753
Cc1ccc(S(=O)(=O)N2CCC(N3CCCCCC3)CC2)cc1,1307,1807
CCC(=O)N1N=C(c2ccc(C)o2)CC1c1ccc(Br)cc1 (stereo not drawn),1653,2060
COc1ccc(N(CC(=O)N2CCN(c3ccc(F)cc3)CC2)S(=O)(=O)c2c(C)n[nH]c2C)cc1,1486,1930
O=c1[nH][nH]cc1C=Nc1cc(Cl)ccc1O,1792,1805
Cc1ccc(C(c2c(C)n(C)n(-c3ccccc3)c2=O)c2c(C)n(C)n(-c3ccccc3)c2=O)s1,1524,1856
CSc1cccc(CN2CCCC(CO)(Cc3cccc(Cl)c3)C2)c1 (stereo not drawn),1717,1753
COCCCNCCCCSc1ccc(Cl)cc1,1784,1464
COc1ccc(NS(=O)(=O)c2ccc(N3CCOCC3)c(NC(=O)c3cccc(F)c3)c2)cc1,1695,1539
O=S(=O)(c1ccccc1)c1ncc(C(F)(F)F)cc1Cl,1529,1828
Cc1ccsc1C(=O)NNC(=O)C1C2C=CC(C2)C1C(=O)O (stereo not drawn),1505,1824
CC(=O)c1cccc(NC(=O)c2ccc(-c3ccccc3[N+](=O)[O-])o2)c1,1625,1847
C=CCNC(=O)/C(=C\C=C\c1ccccc1)NC(=O)c1ccccc1Cl,1881,1979
CCCCNC(=O)C1CCN(S(=O)(=O)c2cnc[nH]2)CC1,1246,1630
O=C(Cn1cnc2scc(-c3ccc(Br)cc3)c2c1=O)N1CCOCC1,1461,1632
COC(=O)CSc1nccc(C)n1,1464,1742
Cn1cc(CN2CCCCC2CO)c(-c2ccc(Oc3ccccc3)cc2)n1 (stereo not drawn),1474,1668
SMILES,SRC3 TRFRET art,SRC1 TRFRET art
NC(=O)C1CCN(c2ccc(S(=O)(=O)N3CCC(Cc4ccccc4)CC3)cn2)CC1,1585,2089
CC1Cc2ccccc2N1C(=O)CSc1nnc(CSc2ncccn2)n1C (stereo not drawn),1294,1741
CC(CCc1ccccc1)NC(=O)CSc1cccc[n+]1[O-] (stereo not drawn),1670,1691
c1cc2c(cc1C1=NNC(=NC3CC3)SC1)OCCO2,1561,1710
CCNC(=S)N/N=C/c1ccc(OCc2ccc(C(=O)OC)cc2)cc1,1579,1830
OC1(C#CCCN2CCCCC2)c2ccccc2-c2ccccc21,1440,1521
O=C(NC(=O)c1ccccc1F)Nc1nc(-c2cccs2)cc(C(F)(F)F)n1,1667,1600
CN(c1ccccc1)S(=O)(=O)c1ccc(Cl)c(C(=O)OCC(=O)NC2CCS(=O)(=O)C2)c1 (stereo not drawn),1602,1591
O=C(NCc1ccco1)c1ccc(Cl)s1,1557,1892
O=C(C1=C(O)C(=O)N(Cc2ccco2)C1c1cccs1)c1cccs1 (stereo not drawn),1689,1878
CCOC(=O)N1CCC(NC(=O)c2cc(S(=O)(=O)N3CCOCC3)ccc2F)CC1,1448,1854
CC(C)n1c(C(=O)OCC(=O)NCc2ccc3c(c2)OCO3)cc2occc21,1630,1810
Cc1ccc(CNC(=O)C(=O)NCC2OCCN2S(=O)(=O)c2cccs2)cc1 (stereo not drawn),1634,1874
Cc1[nH]c(=O)[nH]c(=O)c1S(=O)(=O)N1CCCC(C(=O)N2CCC(Cc3ccccc3)CC2)C1 (stereo not drawn),1466,1693
O=C(O)c1ccn(COc2ccc(Br)cc2)n1,1699,1508
O=C(COc1ccccc1)NNC(=O)c1cccs1,1768,1605
CCOC(=O)C1C(c2cccc([N+](=O)[O-])c2)C2C(=O)NN=C2CC1(C)O (stereo not drawn),1506,1780
CN(C(=O)CSc1nnc(-c2cccs2)o1)C1CCS(=O)(=O)C1 (stereo not drawn),1452,1643
O=C(Cn1cccc1C(=O)c1ccccc1)NCCCN1CCc2ccccc2C1,1669,1732
CCN(CC)c1ccc(NC(=S)Nc2ccc(F)cc2)cc1,1570,1806
Cc1ccc(N=Nc2c(N)[nH]n3c(=O)cc(C)nc23)cc1,1639,1824
Cc1cc(NC(=O)CSc2nc(-c3ccccc3Cl)nc3c2c(=O)n(C)c(=O)n3C)no1,1404,1775
COc1ccccc1CNC(=O)Cc1ccc(C)cc1,1472,1699
NNC(=O)CCN1CCCCC1,1420,1808
O=C(Nc1cc(S(=O)(=O)Nc2ccc(Cl)cc2)ccc1N1CCCCC1)c1ccc(F)cc1Cl,1643,1712
SMILES,SRC3 TRFRET art,SRC1 TRFRET art
Cc1ccc(S(=O)(=O)N(C)C)cc1NC(=O)[C@H](Cc1ccccc1)N1C(=O)c2ccccc2C1=O,1498,1664
CN(c1ccccc1C(=O)Nc1ccc(S(=O)(=O)N2CCOCC2)cc1)S(C)(=O)=O,1773,1751
CC(C)c1ccc(NC(=O)COc2nncc3ccccc23)cc1,1475,1584
CC1(C)OC(=O)C(=Cc2ccc(-c3ccc(S(N)(=O)=O)cc3)o2)C(=O)O1,1686,1707
COCCNC(=O)/C(C#N)=C\c1ccc(CNC(=O)C(=O)Nc2ccc(C)c(C)c2)o1,1579,1893
CN(C)/N=C/c1ccc([N+](=O)[O-])cc1[N+](=O)[O-],1687,1909
O=C(CC1S/C(=N/N=C/c2c[nH]c3ccccc23)NC1=O)Nc1ccccc1 (stereo not drawn),1652,2121
Fc1ccc(OCc2nc(-c3cccs3)no2)cc1,1590,1518
CCOCCCn1c(SCC(=O)/C(C#N)=C(\C)N)nc2ccccc2c1=O,1560,1575
CCOc1ccc(-c2nc(S(=O)(=O)c3ccccc3)c(N3CCOCC3)o2)cc1,1631,1878
O=C1OC(/C=C/c2ccccc2)=NC/1=C/C=C/c1ccccc1,1396,1623
Cc1cccc(N=C2NC(=O)/C(=C/c3cn(C)c4ccccc34)S2)c1,1363,1550

# Among those listed so far, 8 contain bromine.
SMILES,SRC3 TRFRET art,SRC1 TRFRET art
N#CC1=C(SCC(=O)c2ccc(Br)cc2)NC2=C(C(=O)CCC2)C1c1ccco1 (stereo not drawn),1449,1641
O=C(CCNC(=O)c1ccccc1Cl)Nc1ccc(Br)c(C(F)(F)F)c1,1470,1747
O=C(c1cccs1)N(c1ccc(Br)cc1)C1C=CS(=O)(=O)C1 (stereo not drawn),1514,1901
O=C1CSC(c2ccccc2Br)N1c1ccc(Cl)cn1 (stereo not drawn),1354,1443
CCC1=Nc2cc(C(=O)NCC3CCCO3)ccc2Sc2ccc(Br)cc21 (stereo not drawn),1583,1900
CCC(=O)N1N=C(c2ccc(C)o2)CC1c1ccc(Br)cc1 (stereo not drawn),1653,2060
O=C(Cn1cnc2scc(-c3ccc(Br)cc3)c2c1=O)N1CCOCC1,1461,1632
O=C(O)c1ccn(COc2ccc(Br)cc2)n1,1699,1508

# Screens deposited in PubChem by The Scripps Research Institute Molecular Screening Center.
